High-throughput results as filed in PubChem BioAssay.
APEX1 inh – qHTS Assay for Inhibitors of the Human Apurinic/apyrimidinic Endonuclease 1 (APE1); recombinant APE1, TAMRA/BHQ-2 abasic DNA cleavage fluorescence; Potency, µM (doses to about 65.8 µM), for inactives: at the highest dose activity change, negative = inhibition, actives largely listed as inhibitors; actives 0.35% (n = 350,000); AID 2517, 2012;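 note: plate controls were vehicle for no effect and reference inhibitor for full effect; nearly all actives have a fitted effect of over 55% in size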
Target sequence (P27695 whole entry, looked up): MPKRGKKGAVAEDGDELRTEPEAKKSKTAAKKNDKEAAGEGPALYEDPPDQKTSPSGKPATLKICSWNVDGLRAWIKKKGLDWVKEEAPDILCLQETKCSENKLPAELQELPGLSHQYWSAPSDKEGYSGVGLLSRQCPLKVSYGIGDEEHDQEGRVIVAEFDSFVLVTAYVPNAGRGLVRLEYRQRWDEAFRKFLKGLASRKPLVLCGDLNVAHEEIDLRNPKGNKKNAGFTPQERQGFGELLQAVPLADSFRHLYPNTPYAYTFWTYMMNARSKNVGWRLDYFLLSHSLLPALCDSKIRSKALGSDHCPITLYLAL
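Compound pre-exposure to 0.75 nM APE1, 15 min at ambient temperature. Reaction initiated with 50 nM TAMRA/BHQ-2 THF substrate, read immediately in kinetic mode, 525 nm excitation, 598 nm emission.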
G9a block – qHTS Assay for Inhibitors of Histone Lysine Methyltransferase G9a; Potency, µM (doses to about 102 µM), without a hit: top-dose activity, negative = inhibition, usual class: inhibitors; G9a H3K9 monomethylation, AlphaScreen, 2 h; Histone-lysine N-methyltransferase EHMT2 (Homo sapiens), Q96KQ7; actives 8.8% (n = 350,000); note: % is set by controls: 0 for no effect and ±100 for the full control effect; nearly all actives have a fitted effect of over 75% in size
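Readings reflect AlphaScreen signal from monomethyl-H3K9 antibody detection. HMT at 20 nM; substrate b-H3K9 500 nM; cofactor SAM 20 uM; 2 h RT reaction; compounds tested as titrations in qHTS with 15 min preincubation.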
POLB inh – qHTS Assay for Inhibitors of DNA Polymerase Beta | P06746 | Pol beta primer extension/strand displacement, fluorescence kinetic | Potency, µM (titrated, usually from 114 µM), for the others: at the highest dose activity change, negative = inhibition, usual class: inhibitors | actives 1.3% (n = 340,000); note: % is set by controls: 0 for no effect and ±100 for the full control effect
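Homogeneous kinetic assay of primer extension and strand displacement by 10 nM Pol beta, preincubated 15 min at room temperature with compound before 50 nM substrate (final) was added. Read at 0 and 10 min; four-parameter Hill fit.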
Pol iota inh – qHTS for Inhibitors of Polymerase Iota. DNA polymerase iota (Homo sapiens), Q9UNA4. Pol iota fluorescent replication assay, 10 min. Potency, µM (top dose mostly 115 µM), without a hit: at the top dose activity, negative = inhibition, hits mostly inhibitors. actives 1% (n = 390,000). AID 588590, 2011
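Fluorescent replication assay read twice, at 0 min and 10 min after adding 50 nM (final) substrate. Enzyme (10 nM) and compounds were first incubated 15 min at room temperature; enzyme-free buffer wells were negative controls.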
Anesthetic bind – qHTS Assay for Identification of Novel General Anesthetics. Ferritin light chain (Equus caballus), P02791. apoferritin/1-aminoanthracene competitive binding, fluorescence. Potency, µM (series often up to 77.5 µM), for inactives: at the highest dose activity change, negative = displacement, usual class: inhibitors. actives 0.074% (n = 350,000). AID 485281, 2010; note: % is set by controls: 0 for no effect and ±100 for the full control effect; nearly all actives have a fitted effect of over 20% in size
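Horse-spleen apoferritin (10 uM) in 50% saturated 1-aminoanthracene in PBS was incubated 10 min at room temperature with compound. Fluorescence (ex 380, em 535 nm) was normalized to free and bound 1-AMA, with concentration-response fitted by a four-parameter Hill equation.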
POLH inh – qHTS for Inhibitors of Polymerase Eta. AID 588591, 2011. actives 1.2% (n = 390,000). recombinant Pol eta, fluorescent DNA replication assay. Potency, µM (titrated, usually from 114 µM), inactives show top-dose activity change, negative = inhibition, most hits filed as inhibitors. DNA polymerase eta (Homo sapiens), Q9Y253; note: % is set by controls: 0 for no effect and ±100 for the full control effect
Target sequence (Q9Y253 whole entry, looked up): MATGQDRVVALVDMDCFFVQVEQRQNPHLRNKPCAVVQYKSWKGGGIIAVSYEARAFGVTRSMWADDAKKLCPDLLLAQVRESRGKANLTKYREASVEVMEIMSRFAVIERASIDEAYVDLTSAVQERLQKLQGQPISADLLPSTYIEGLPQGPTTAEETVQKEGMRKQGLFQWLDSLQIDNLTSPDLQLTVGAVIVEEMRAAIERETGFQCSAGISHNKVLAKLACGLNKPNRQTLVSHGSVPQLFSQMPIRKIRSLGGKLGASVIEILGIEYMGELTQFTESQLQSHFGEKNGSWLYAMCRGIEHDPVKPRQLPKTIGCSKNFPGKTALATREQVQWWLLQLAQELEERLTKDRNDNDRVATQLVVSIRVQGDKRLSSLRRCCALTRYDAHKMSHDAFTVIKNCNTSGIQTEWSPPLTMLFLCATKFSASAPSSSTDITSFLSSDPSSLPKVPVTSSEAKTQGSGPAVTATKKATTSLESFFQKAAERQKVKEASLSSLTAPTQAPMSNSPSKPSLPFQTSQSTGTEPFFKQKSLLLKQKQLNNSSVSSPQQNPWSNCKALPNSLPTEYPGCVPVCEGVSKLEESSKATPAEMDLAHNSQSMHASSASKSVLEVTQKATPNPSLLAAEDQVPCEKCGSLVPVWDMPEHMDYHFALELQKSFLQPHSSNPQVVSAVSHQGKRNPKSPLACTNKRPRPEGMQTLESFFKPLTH
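Fluorescent replication assay: 50 nM final substrate added after a 15 min room-temperature compound preincubation with 10 nM enzyme. Signal taken at 0 min and again at 10 min.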
Pol kappa inh – qHTS for Inhibitors of Polymerase Kappa. Potency, µM (series often up to 107 µM), for the others: at the top dose activity, negative = inhibition, usual class: inhibitors. purified Pol kappa, fluorescent DNA synthesis assay, 10 min. DNA polymerase kappa (Homo sapiens), Q9UBT6. actives 0.53% (n = 400,000); note: % is set by controls: 0 for no effect and ±100 for the full control effect
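Enzyme at 10 nM met test compounds for 15 min at room temperature. Substrate addition (50 nM final) began the reaction, which was monitored by fluorescence at 0 and 10 min.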
BLM inh – qHTS Assay for Inhibitors of Bloom's syndrome helicase (BLM); AID 2528, 2010; recombinant BLM DNA unwinding, fluorescence dequenching; Potency, µM (doses to about 56.1 µM), for inactives: at the highest dose activity change, negative = inhibition, usual class: inhibitors; actives 0.2% (n = 350,000);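 note: plate controls were vehicle for no effect and no enzyme for full effect; nearly all actives have a fitted effect of over 35% in size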
BAZ2B block – qHTS Assay for Inhibitors of BAZ2B; actives 4.4% (n = 360,000); Potency, µM (doses to about 114 µM), inactives show at the highest dose activity change, negative = inhibition, actives largely listed as inhibitors; AID 504333, 2011; AlphaScreen BAZ2B-H3K14Ac peptide displacement; Bromodomain adjacent to zinc finger domain protein 2B (Homo sapiens), Q9UIF8; note: % is set by controls: 0 for no effect and ±100 for the full control effect; nearly all actives have a fitted effect of over 60% in size
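Multi-concentration screen (max 110 uM) measuring displacement of acetylated histone H3 peptide from BAZ2B by AlphaScreen, using 50 nM protein, 50 nM peptide and 10 ug/mL streptavidin donor plus Ni-chelate acceptor beads.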
An asterisk follows results filed as active; [ ] = another dose, or the depositor's remark. Calls come from the whole dose curve; as a rule, active = well fitted curve in the direction sought with a large enough effect; inconclusive = small, poorly fitted or top-dose-only effect, or another doubt; inactive = no such curve, though single readings can be large; an effect the other way counts as inactive or inconclusive. Potency is the fitted concentration of half-maximal effect.

Sample of the layout:
`O=C(COC(=O)C1CC(O)CN1C(=O)Oc1ccccc1)c1ccc(Br)cc1` (centres undefined) gave APEX1 inh -2%, G9a block -1%[59 µM], POLB inh -1%, Pol iota inh 12%, Anesthetic bind -2%, POLH inh -15%, Pol kappa inh -18%, BLM inh -4% and BAZ2B block 0%.
For COc1cccc(C(=O)NC(Cc2ccccc2)c2ccc3c(c2)OCCCO3)c1 (centres undefined) the results were APEX1 inh 14%, G9a block -6%[59 µM], POLB inh 15%, Pol iota inh 29%, Anesthetic bind 12%, POLH inh -16%, Pol kappa inh -6%, BLM inh -9% and BAZ2B block inconclusive.

All compounds of this part, repeating the preview:
`O=C(COC(=O)C1CC(O)CN1C(=O)Oc1ccccc1)c1ccc(Br)cc1` (centres undefined) gave APEX1 inh -2%, G9a block -1%[59 µM], POLB inh -1%, Pol iota inh 12%, Anesthetic bind -2%, POLH inh -15%, Pol kappa inh -18%, BLM inh -4% and BAZ2B block 0%.
For COc1cccc(C(=O)NC(Cc2ccccc2)c2ccc3c(c2)OCCCO3)c1 (centres undefined) the results were APEX1 inh 14%, G9a block -6%[59 µM], POLB inh 15%, Pol iota inh 29%, Anesthetic bind 12%, POLH inh -16%, Pol kappa inh -6%, BLM inh -9% and BAZ2B block inconclusive.
COc1ccc(C2CC(c3ccccc3)=NN2C(=O)COC(=O)/C=C/c2ccc(O)c(OC)c2)cc1 (centres undefined) was read as APEX1 inh 10%, G9a block -3%[12.7 µM], POLB inh 26%, Pol iota inh 19%, Anesthetic bind -7%, POLH inh -12%, Pol kappa inh -1%, BLM inh 2% and BAZ2B block -35%.
`COc1ccc(S(=O)(=O)N2CCOC23CCN(S(C)(=O)=O)CC3)cc1` gave APEX1 inh 14%, G9a block -6%, Pol iota inh 24%, POLH inh -11%, Pol kappa inh 0% and BAZ2B block -2%.
`O=C(NCc1cccnc1)C1CCN(S(=O)(=O)c2cc(Cl)ccc2Cl)CC1` gave APEX1 inh 10%, G9a block 19%, POLB inh -1%, Pol iota inh 13%, Anesthetic bind -3%, POLH inh -3%, Pol kappa inh -10%, BLM inh -2% and BAZ2B block -7%.
Screening CN(c1cccc(NC(=O)CN(c2ccc(C34CC5CC(CC(C5)C3)C4)cc2)S(C)(=O)=O)c1)S(C)(=O)=O returned APEX1 inh -11%, G9a block -6%, POLB inh 1%, Pol iota inh -1%, Anesthetic bind inconclusive, POLH inh -8%, Pol kappa inh -12%, BLM inh -15% and BAZ2B block -27%.
For O=C(O)/C=C/C(=O)Nc1ccc(-n2nccc2C(F)(F)F)cc1 the results were APEX1 inh 2%, G9a block inconclusive, POLB inh -8%, Pol iota inh -1%, Anesthetic bind inconclusive, POLH inh -3%, Pol kappa inh -4%, BLM inh -4% and BAZ2B block 2%.
CCSc1nnc(NC(=O)C2CC(=O)N(Cc3ccccc3)C2)s1 (centres undefined) was read as APEX1 inh -7%, G9a block -8%, POLB inh -11%, Pol iota inh -24%, Anesthetic bind -12%, POLH inh -9%, Pol kappa inh -8%, BLM inh -4% and BAZ2B block inconclusive.
For CCOc1ccc(C(=O)NNC(=O)CCNC(=O)c2ccco2)cc1OC the results were APEX1 inh -5%, G9a block -7%, Pol iota inh -3%, POLH inh -17%, Pol kappa inh -3% and BAZ2B block 10%.
`CC(C)CNS(=O)(=O)c1ccc(CCC(=O)NCC2CCCO2)cc1` (centres undefined) gave APEX1 inh 0%, G9a block inconclusive, POLB inh -9%, Pol iota inh 36%[activator], Anesthetic bind -4%, POLH inh -13%, Pol kappa inh 8%, BLM inh -1% and BAZ2B block -1%.
Screening Cc1sc2nc(C)n(/N=C/c3ccc(O)cc3)c(=O)c2c1C returned APEX1 inh 4%, G9a block 21%[12.7 µM], POLB inh 2%, Pol iota inh -3%, Anesthetic bind -16%, POLH inh 8%, Pol kappa inh -15%, BLM inh -10% and BAZ2B block 9%.
CSc1nc(/C=C2\C=Nc3ccccc32)c(O)n1C was read as APEX1 inh -2%, G9a block 6%[59 µM], POLB inh -2%, Pol iota inh -1%, Anesthetic bind -1%, POLH inh -20%, Pol kappa inh -8%, BLM inh 1% and BAZ2B block -33%.
Screening Cc1cc(N2CCCC2)nc(N2C3CCC2CC(O)(c2ccc(F)cc2)C3)n1 (centres undefined) returned APEX1 inh 16%, G9a block 5%[0.501 µM], POLB inh 0%, Anesthetic bind -8%, BLM inh 2% and BAZ2B block 0%.
CN(CC(=O)Nc1c(Cl)cccc1Cl)C(=O)CNC(=O)c1ccc2ccccc2c1 was read as APEX1 inh -3%, G9a block -43%, Pol iota inh 13%, POLH inh -16%, Pol kappa inh -18% and BAZ2B block 7%.
O=C1Nc2ccccc2C12OCC(COc1ccc(Cl)cc1)O2 (centres undefined) was read as APEX1 inh 0%, G9a block -7%[12.7 µM], POLB inh inconclusive, Pol iota inh 15%, Anesthetic bind inconclusive, POLH inh 2%, Pol kappa inh 1%, BLM inh -10% and BAZ2B block 10%.
`CCOC(=O)C1=C(CNC2CCCCC2)NC(=O)NC1c1cc(C)ccc1C` (centres undefined) gave APEX1 inh 3%, G9a block -9%[12.7 µM], POLB inh 11%, Pol iota inh 7%, Anesthetic bind -19%, POLH inh -10%, Pol kappa inh -5%, BLM inh -10% and BAZ2B block -39%.
Screening O=S(=O)(Nc1cccc(-n2cnnn2)c1)c1cccc(Cl)c1 returned APEX1 inh 7%, G9a block 23%, POLB inh -14%, Pol iota inh 2%, Anesthetic bind -10%, POLH inh -1%, Pol kappa inh -23%, BLM inh 1% and BAZ2B block -3%.
For CCOC(=O)N1CCN(Cc2nc3cc([N+](=O)[O-])ccc3n2C(C)C)CC1 the results were G9a block -16%[59 µM], POLB inh -1%, Pol iota inh -7%, Anesthetic bind 7%, POLH inh 8%, Pol kappa inh 1%, BLM inh -1% and BAZ2B block -29%.
`CC(C)(C)OC(=O)C[C@@H]1C/C=C\C[C@@H](CC(=O)N(CCO)Cc2ccccc2)C(=O)N2CCC[C@@H]2COC1=O` gave APEX1 inh 3%, Pol iota inh 29%, POLH inh -16% and Pol kappa inh 1%.
Cc1occc1C(=O)N/N=C/c1cccnc1 was read as APEX1 inh 9%, G9a block 22%, POLB inh 42%, Pol iota inh inconclusive, Anesthetic bind -7%, POLH inh 8%, Pol kappa inh 7%, BLM inh -2% and BAZ2B block -2%.
`CCOc1cc(-c2cn(S(=O)(=O)c3cccc4nsnc34)nc2N)cc(OCC)c1OCC` gave APEX1 inh -12%, G9a block 0%[12.7 µM], POLB inh -8%, Pol iota inh 18%, Anesthetic bind -14%, POLH inh -11%, Pol kappa inh -14%, BLM inh -3% and BAZ2B block inconclusive.
CCOC(=O)N1CCN(Cc2nnc(-c3cccc(Br)c3)o2)CC1 was read as APEX1 inh -8%, G9a block 21%, POLB inh 6%, Pol iota inh 16%, Anesthetic bind -3%, POLH inh -7%, Pol kappa inh 10%, BLM inh 0% and BAZ2B block 9%.
For C[C@H](NC(=O)CNC(=O)[C@@H](NC(=O)[C@H](Cc1ccccc1)NC(=O)CNC(=O)CNC(=O)[C@@H](N)Cc1ccccc1)[C@@H](C)O)C(=O)N[C@@H](CCCN=C(N)N)C(=O)N[C@@H](CCCCN)C(=O)N[C@@H](CO)C(=O)N[C@@H](C)C(=O)N[C@@H](CCCN=C(N)N)C(=O)N[C@@H](CCCCN)C(N)=O the results were APEX1 inh -1%, Anesthetic bind 4%, Pol kappa inh 11%[60.1 µM] and BLM inh 24%.
`CCCc1nc(SCC(=O)Nc2ccc(N3CCOCC3)cc2)c2ccccc2n1` gave APEX1 inh -3%, G9a block -6%[59 µM], POLB inh -4%, Pol iota inh -1%, Anesthetic bind -4%, POLH inh inconclusive, Pol kappa inh -14%, BLM inh -11% and BAZ2B block -3%.
Screening COc1cccc2c1OCC1COc3c(c(=O)n(C)c(=O)n3C)C21 (centres undefined) returned APEX1 inh 8%, G9a block inconclusive, POLB inh 50%, Pol iota inh 17%, Anesthetic bind 1%, POLH inh -7%, Pol kappa inh -2%, BLM inh -2% and BAZ2B block inconclusive.
CCOC(=O)CCNC(C)C1COc2ccccc2O1 (centres undefined) was read as APEX1 inh -5%, G9a block 2.2µM*, POLB inh -2%, Pol iota inh 5%, Anesthetic bind -9%, POLH inh -3%, Pol kappa inh -9%, BLM inh 1% and BAZ2B block -100%.
`CN(C(=O)CC1C(=O)NCCN1CC(c1ccccc1)c1ccccc1)C(C1CC1)C1CC1` (centres undefined) gave APEX1 inh 0%, G9a block inconclusive, POLB inh -11%, Pol iota inh 51%, Anesthetic bind 1%, POLH inh -25%, Pol kappa inh -3%, BLM inh -3% and BAZ2B block -25%.
`COc1ccccc1CNC(=O)C1CCCN(c2nc3ccccc3n3cccc23)C1` (centres undefined) gave G9a block -6%[59 µM], POLB inh 11%, Pol iota inh 13%, Anesthetic bind -10%, POLH inh -14%, Pol kappa inh -2%, BLM inh 2% and BAZ2B block -13%.
`CCN(CC)S(=O)(=O)c1cccc(NC(=O)c2cc3ccccc3o2)c1` gave APEX1 inh -4%, G9a block 4%, POLB inh 0%, Pol iota inh -2%, Anesthetic bind inconclusive, POLH inh 1%, Pol kappa inh -25%, BLM inh -8% and BAZ2B block 1%.
Screening COc1ccc(-c2nc(CS(=O)CC(=O)NCc3ccc(Cl)cc3)c(C)o2)cc1OC (centres undefined) returned APEX1 inh 52%[activator], G9a block inconclusive, POLB inh -2%, Pol iota inh 8%, Anesthetic bind -10%, POLH inh -16%, Pol kappa inh 2%, BLM inh 0% and BAZ2B block -24%.

An excerpt, so the mix of outcomes need not match the whole.
